Assay outcomes deposited in PubChem BioAssay by Sanford-Burnham Center for Chemical Genomics.
Jurkat NFkB inh: lowers PMA/ionomycin-induced NF-kB signal in Jurkat cells. PMA/ionomycin-induced NF-kB luciferase reporter, luminescence. inhibition, % at 4 µM. actives 0.53% (n = 330,000). AID 435003; in the data active = inhibition above about 50%
UPR CHOP act: activators of apoptotic arm of unfolded protein response (CHOP) | CHO-CHOP luciferase reporter, UPR activation, luminescence; percent of tunicamycin response over DMSO baseline | activation, % at 10 µM | actives 0.34% (n = 330,000);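 active = at 10 µM dose, activation of 40% or more, normalized to positive control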;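 note: 100% = tunicamycin at 10 µg/mL and 0% = DMSO alone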
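System: CHO-CHOP luciferase reporter cell line | Buffer or medium: F12 medium containing 10% fetal bovine serum | Doses: One dose, 10 µM in 0.5% DMSO | Times: 6 h compound exposure at 37 °C after overnight seeding | Signal: Luciferase luminescence | Read-out: % activation vs tunicamycin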
tim23-1 inh: inhibits growth of tim23-1 mutant yeast; S. cerevisiae tim23-1 growth, BacTiter-Glo luminescence, 24 h; inhibition, % at 20 µM; actives 1.3% (n = 330,000);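 active = growth inhibition of the mutant yeast at or above 50%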;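 note: temperature-sensitive mutant grown at 25 °C; plate controls were DMSO-treated mutant yeast for no effect and medium wells lacking yeast for full effect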
XBP1 UPR activ: activators of adaptive arm of unfolded protein response (XBP1) | CHO-XBP1 luciferase reporter, IRE1-XBP1 UPR activation, luminescence; percent of tunicamycin response, DMSO as zero | activation, % at 20 µM | actives 0.33% (n = 330,000) | AID 463104;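 active = versus positive control, 20 µM dose yields 30% or more activation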;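 note: 100% = tunicamycin at 10 µg/mL and 0% = DMSO only wells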
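incubation = overnight seeding at 37 °C, 6 h compound treatment at 37 °C | assay system = CHO-XBP1 cells stably carrying IRE1-XBP1-driven luciferase reporter | input = 1000 cells per well | detection = luciferase luminescence | dosing = single point, 20 µM final compound, 1% DMSO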
TIM10 inh: TIM10 yeast growth inhibition; AID 463195; S. cerevisiae TIM10 strain growth, BacTiter-Glo luminescence, 24 h; inhibition, % at 10 µM; actives 1.4% (n = 330,000);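 active = inhibition of 40% or more at the single tested concentration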;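 note: wild-type TIM10 isogenic control strain grown at permissive 25 °C; 0% = DMSO yeast wells and 100% = minimal medium wells without yeast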
697 NFkB inh: inhibitors of the PMA/ionomycin-induced NF-kB reporter in 697 B cells; 697 B-cell NF-kB luciferase reporter, 16 h; inhibition, % at 4 µM; actives 0.33% (n = 330,000); AID 435022; in the data active = inhibition above about 35%
tim10-1 inh: tim10-1 yeast growth inhibition | AID 463190 | S. cerevisiae tim10-1 ts strain growth, BacTiter-Glo, 24 h | inhibition, % at 20 µM | actives 2.2% (n = 330,000);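 active = inhibition of at least 40%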;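 note: mutant grown at 25 °C; 0% = DMSO wells with yeast and 100% = wells holding no yeast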
Mdm2 MdmX PPI: disrupts the human Mdm2-MdmX interaction | O15151+Q00987 | SaOS-2 split-luciferase Mdm2/MdmX complementation, luminescence | inhibition, % at 8 µM | actives 3% (n = 330,000) | AID 485346;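 active = inhibition of at least 50% at 8 µM in the primary screen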
Target sequence (O15151 whole entry, looked up): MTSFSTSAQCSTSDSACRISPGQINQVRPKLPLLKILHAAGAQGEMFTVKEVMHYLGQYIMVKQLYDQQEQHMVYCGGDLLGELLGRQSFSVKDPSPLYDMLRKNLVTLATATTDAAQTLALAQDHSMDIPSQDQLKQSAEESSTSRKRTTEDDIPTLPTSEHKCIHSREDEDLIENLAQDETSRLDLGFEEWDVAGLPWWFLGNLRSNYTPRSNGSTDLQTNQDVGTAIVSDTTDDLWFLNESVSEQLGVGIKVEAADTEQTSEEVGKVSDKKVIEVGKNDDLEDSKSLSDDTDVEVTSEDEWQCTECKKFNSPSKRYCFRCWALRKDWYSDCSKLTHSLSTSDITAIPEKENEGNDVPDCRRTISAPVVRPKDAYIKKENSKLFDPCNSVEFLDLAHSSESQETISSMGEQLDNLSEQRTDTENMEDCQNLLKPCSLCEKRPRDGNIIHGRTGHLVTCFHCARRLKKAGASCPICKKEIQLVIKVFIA
Target sequence (Q00987 whole entry, looked up): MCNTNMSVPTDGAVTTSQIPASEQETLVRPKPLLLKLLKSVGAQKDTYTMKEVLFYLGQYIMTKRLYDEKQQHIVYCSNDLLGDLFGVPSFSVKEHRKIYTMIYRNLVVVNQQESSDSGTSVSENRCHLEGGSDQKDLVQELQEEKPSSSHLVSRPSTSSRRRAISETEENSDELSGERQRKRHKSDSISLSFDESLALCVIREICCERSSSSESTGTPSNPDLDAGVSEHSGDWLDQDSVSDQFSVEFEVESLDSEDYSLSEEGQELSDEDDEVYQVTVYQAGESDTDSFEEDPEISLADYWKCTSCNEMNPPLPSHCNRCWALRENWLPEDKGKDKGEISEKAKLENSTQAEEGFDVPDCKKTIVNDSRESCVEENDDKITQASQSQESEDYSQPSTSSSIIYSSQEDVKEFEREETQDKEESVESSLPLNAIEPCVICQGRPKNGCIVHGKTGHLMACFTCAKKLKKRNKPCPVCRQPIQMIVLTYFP
Numbers without * were called inactive.

| Structure | 697 NFkB inh | TIM10 inh | Mdm2 MdmX PPI | XBP1 UPR activ | Jurkat NFkB inh | UPR CHOP act | tim23-1 inh | tim10-1 inh |
| --- | --- | --- | --- | --- | --- | --- | --- | --- |
| CCOC(=O)Cc1nnc(Nc2cccc(O)c2)c2ccccc12 | -5 | 7 | 23 | -3 | -9 | 2.4 | 12 | 17 |
| O=C(Nc1ccccc1C(=O)O)c1cc(S(=O)(=O)N2CCOCC2)cs1 | 13 | 3 | 2 | -1 | 1 | 0.8 | 8 | 9 |
| N#CC(C(=O)NC1CC1)c1nc2ccccc2nc1N1CCCC1 (stereo unspecified) | 3 | -4 | 6 | 2 | -3 | 0.7 | 25 | 29 |
| Cc1cc(CN2CCCC(CNC(=O)c3ccc(F)cc3)C2)cc(C)c1O (stereo unspecified) | 5 | -10 | 14 | -2 | -4 | 0.7 | -2 | -10 |
| CCOc1cc(N2CCOCC2)c(OCC)cc1NC(=O)Cc1ccccc1OC | 7 | 12 | 40 | -2 | -12 | -0.6 | 20 | 34 |
| CCCCCC(=O)Nc1ccc(S(=O)(=O)Nc2nccnc2OC)cc1 | 10 | 3 | -2 | 0 | 5 | 0.0 | -9 | 8 |
| COc1cc2c(cc1OC)-c1cc(N3CCc4ccccc43)nc(=O)n1CC2 | 35* | -6 | 23 | 0 | -11 | 1.4 | -11 | -16 |
| O=C(CCCc1ccccc1)NCc1ccccc1Cl | -22 | -5 | -20 | -3 | -28 | 2.7 | 16 | -8 |
| COC(=O)C1=C(C)N(CCCC(=O)O)C(=O)NC1c1ccc(C(F)(F)F)cc1 (stereo unspecified) | 12 | 6 | 11 | 0 | 12 | -0.1 | 16 | 8 |
| COc1ccc(CCNCc2c(-c3ccccc3)n(C)c3ccccc23)cc1 | -5 | 23 | 44 | 12 | 12 | -1.4 | 16 | 40* |
| COC(=O)CN1C(=O)CC(C)(C)S(=O)c2ccccc21 (stereo unspecified) | 8 | -1 | -12 | 3 | 8 | 1.4 | 10 | -1 |
| O=C(OC1CCOC1=O)c1cc(S(=O)(=O)N2CCOCC2)c(Cl)cc1Cl (stereo unspecified) | 16 | -5 | 3 | -1 | -6 | -2.3 | -8 | -13 |
| Nc1cccc(-c2cn(-c3cc4cc(C#CC5(O)CCCCC5)ccc4oc3=O)nn2)c1 | 11 | 12 | 6 | -4 | 7 | -0.1 | 17 | 18 |
| Cc1ccccc1C(=O)NNC(=O)/C=C\C(=O)O | 16 | -8 | -6 | -4 | 7 | -2.0 | 5 | -2 |
| Cc1cc(C)cc(NC(=S)NCc2cccs2)c1 | 25 | 7 | 14 | -2 | -1 | 0.5 | 37 | 25 |
| COC(=O)c1sccc1NC(=O)CN(C)NS(=O)(=O)c1ccc([N+](=O)[O-])cc1 | 6 | 21 | -8 | 2 | -16 | -1.8 | 36 | 33 |
| CCCc1ccc(OCC(=O)Nc2cc(S(=O)(=O)CC)ccc2O)cc1 | -7 | -14 | 13 | 0 | 13 | -1.7 | 6 | -1 |
| Cc1cc(C(F)(F)F)c2sc(N)nc2n1 | 1 | -17 | 35 | 1 | -2 | -3.0 | 7 | -6 |
| Nc1c(C(=O)OCC2CCCO2)c2nc3ccccc3nc2n1C1CCCCC1 (stereo unspecified) | -14 | 24 | 25 | 8 | -12 | 0.0 | 21 | 23 |
| O=C(c1cccc(Cl)c1)C1CCCN(C(=O)c2ccoc2)C1 (stereo unspecified) | 11 | -9 | 14 | -1 | -15 | -1.2 | 7 | 19 |
| COc1ccc(CC(=O)Nc2ccc(-c3nc4cc(C)ccc4o3)c(O)c2)cc1OC | -6 | -3 | 92* | -2 | -20 | 0.8 | 3 | -4 |
| COc1ccc(/C(O)=C2/C(=O)C(=O)N(CCCN(C)C)C2c2cccc(Cl)c2)cc1OC (stereo unspecified) | 5 | 5 | -2 | -1 | 0 | -0.6 | 1 | 2 |
| O=C(COC(=O)CCNS(=O)(=O)c1ccccc1)NC(=O)c1ccccc1 | 9 | -4 | 7 | -2 | 2 | -0.9 | 7 | 6 |
| CCCCNC(C(=O)Nc1ccc([N+](=O)[O-])cc1Br)c1ccccc1 (stereo unspecified) | 13 | 10 | 16 | -2 | 5 | 0.8 | 16 | 10 |
| COc1ccc(CCN2C(=NC(=O)CCC(=O)O)SC3CS(=O)(=O)CC32)cc1 (stereo unspecified) | 28 | -3 | 21 | -4 | -5 | 0.6 | -11 | -4 |
| CCN(CC)S(=O)(=O)c1ccc(C(=O)NCc2n[nH]c(=S)n2-c2ccc(Cl)c(Cl)c2)cc1 | 7 | 3 | -4 | 4 | -1 | 0.0 | 15 | 37 |
| Cc1ccc(NC(=O)COC(=O)CCCC2=NS(=O)(=O)c3ccccc3N2)cc1C | -1 | 0 | -32 | -4 | 3 | 0.6 | -4 | -1 |
| COCc1cc([C@@H]2C[C@H]3CN(c4ccccc4)C(=O)[C@]34CCCN24)ccc1OC | 5 | 19 | -24 | 0 | 3 | 1.0 | 27 | 5 |
| Cn1c(/C=C/N2CCOCC2)c(C(=O)c2ccc(Br)cc2)c(=O)n(C)c1=O | 2 | -2 | 5 | -3 | -2 | -1.4 | 4 | -5 |
| Cc1ccc(C(=O)OCC(=O)NC2CCS(=O)(=O)C2)c(C)c1 (stereo unspecified) | 1 | 3 | -2 | -1 | -9 | -1.4 | 12 | 2 |
| COc1cc(/C=C/C(=O)OCC(=O)N2c3ccccc3CC2C)cc(OC)c1OC (stereo unspecified) | 13 | 18 | 40 | -1 | 16 | 1.4 | 29 | 29 |
| COc1cccc(-n2nnc3c(=O)n(Cc4cccc(F)c4)cnc32)c1 | -21 | 5 | -8 | 1 | -13 | -0.6 | 9 | 1 |
| O=C(O)CC1(CC(=O)Nc2ccccc2C(=O)c2ccccc2)CCCC1 | 8 | 1 | 13 | 3 | 14 | 1.7 | 7 | 10 |
| COc1ccc(/C=N/NC(=O)CN2CCCC2)cc1 | -3 | 0 | 24 | -7 | -7 | 0.6 | -18 | -18 |
| CCc1ccc(CN(C)C(=O)c2cccc(S(=O)(=O)Nc3ccccc3OC)c2)cc1 | -10 | 17 | 5 | -1 | -7 | 0.3 | 37 | 20 |
| Cc1nc(SCc2ccc(OCCC(C)C)cc2)n[nH]1 | -73 | 32 | -75 | 0 | -45 | 5.8 | 37 | 29 |
| CC(C)(C)c1ccc(C(=O)Cn2cnnc2C#N)cc1 | 13 | 27 | -5 | -1 | -4 | 0.4 | 37 | 29 |
| CCSc1nc(C2CC2)cc(-c2cccs2)c1C#N | -8 | 18 | 20 | -1 | 7 | -1.2 | 17 | 8 |
| COc1ccc(C(=O)NC(=S)N2CC(C)OC(C)C2)cc1OC (stereo unspecified) | -10 | -6 | 7 | -2 | -2 | -0.2 | -9 | -10 |
| CN1C(=O)C(CC(=O)Nc2ccc(F)cc2)N(Cc2ccco2)C1=S (stereo unspecified) | -10 | -15 | 5 | -1 | -1 | -2.9 | -6 | 1 |
| Cc1ccc(NS(=O)(=O)c2ccc3c(c2)NC(=O)CCS3)c(C)c1 | 17 | -5 | 19 | -10 | 11 | 11 | 3 | 19 |
| Cc1ccc(-c2nc(N)nc(N)n2)c(C)c1 | 8 | 1 | 12 | 0 | 14 | 0.1 | -1 | -11 |
| O=C(CSc1ccc2c(c1)OCCO2)Nc1ccc(N2CCOCC2)cc1 | 16 | -7 | 11 | 0 | 6 | 0.7 | 4 | 6 |
| Cc1ccccc1C(=O)NC1CCN(C(=O)N(c2ccccc2)c2ccccc2)CC1 | 5 | 12 | -6 | -1 | 16 | 0.4 | 12 | 25 |
| CC(=O)Nc1ccc(C(=O)OC2CCCCC2=O)cc1 (stereo unspecified) | 22 | 14 | 0 | 0 | 6 | 0.5 | 17 | 6 |
| Cc1ccc(CNC(=O)C2CCC(=O)N(C3CC3)C2)cc1 (stereo unspecified) | -6 | 7 | 32 | -3 | -5 | 1.7 | 11 | 0 |
| CSC1=NCCN1C(=O)c1c(-c2ccccc2Cl)noc1C | 20 | 1 | 30 | -2 | 0 | 2.7 | -3 | -23 |
| Nn1cc(-c2ccccc2)nc1SCC(=O)N1CCN(S(=O)(=O)c2ccc(Cl)cc2)CC1 | 9 | 11 | -4 | 1 | 2 | -1.1 | 10 | 22 |
| CCOC(=O)C(/C(N)=N/C(=O)Nc1ccccc1)=C(\C)O | -2 | -7 | 2 | -2 | 4 | 2.7 | -6 | 9 |
| Cc1ccc2[nH]c3c(c2c1)CN(C(=O)CN1CCCc2ccccc21)CC3 | 1 | 26 | 8 | 3 | 3 | 1.2 | 20 | -1 |
| COc1cc(NC(=O)CNc2ccc(Cl)c(S(=O)(=O)N3CCOCC3)c2)cc(OC)c1 | -14 | 9 | 20 | -2 | -3 | -1.3 | -4 | -7 |
| CCOC(=O)C1CCCN(c2ccc(NC(=O)c3snc4c(=O)[nH]cnc34)cc2)C1 (stereo unspecified) | -32 | 6 | -17 | 2 | -6 | 6.8 | 5 | 14 |
| O=C(COC(=O)c1ccccc1NCCO)NCCc1ccccc1 | -31 | 12 | 8 | 0 | -27 | 2.3 | 18 | 5 |
| COc1ccc2c(CC(=O)Nc3nc(C)cs3)coc2c1 | 19 | -23 | -38 | -2 | -9 | 0.6 | 3 | -10 |
| CN(CC(=O)NCC(=O)Nc1ccc(F)c(F)c1F)C1CCS(=O)(=O)C1 (stereo unspecified) | 18 | 0 | 20 | -1 | 3 | 2.2 | -3 | -17 |
| Cc1cc(C)n(C(=O)CNC(=O)c2cccs2)n1 | 17 | 0 | 14 | -1 | 4 | 0.8 | 7 | 1 |
| COc1ccccc1-c1cc(-c2ccccc2)nc(SC(C(N)=O)c2ccccc2)c1C#N (stereo unspecified) | -9 | 6 | 93* | 70* | -4 | 13 | -3 | 19 |
| CCCCOc1ccc(N(CC(=O)NC(C)(C)CC)C(=O)CCC(=O)Nc2ccccn2)cc1 | 0 | 21 | -8 | 0 | -11 | 1.0 | 17 | 15 |
| COc1ccc(N(C)C(=O)Cc2c(C(=O)O)n(C)c3ccccc23)c(OC)c1 | -9 | 13 | 5 | -1 | -8 | 1.4 | 14 | 0 |
| COc1ccc(NC(C)=O)cc1CNC(=O)COc1c(C)c(C)cc(C)c1C | -29 | 13 | -17 | -1 | 13 | 2.1 | -6 | 36 |

Continued.
| Structure | 697 NFkB inh | TIM10 inh | Mdm2 MdmX PPI | XBP1 UPR activ | Jurkat NFkB inh | UPR CHOP act | tim23-1 inh | tim10-1 inh |
| --- | --- | --- | --- | --- | --- | --- | --- | --- |
| COc1ccc(-c2csc(NC(=O)CN3C(=O)NC4(CCCC4)C3=O)n2)c(OC)c1 | -9 | 7 | 22 | -1 | 2 | 0.2 | 1 | -14 |
| O=C(NCc1cccnc1)c1ccccn1 | 24 | 3 | 15 | 1 | 6 | -0.1 | 1 | 0 |
| CSc1nc(C)cc(C)c1S(=O)(=O)c1ccccc1C | -10 | 6 | 8 | 1 | -9 | 1.0 | 33 | 17 |
| COc1ccc(-c2cc(C(=O)N3CCCCC3)c3ccccc3n2)cc1OC | -18 | 3 | 1 | -3 | -17 | 0.0 | 25 | 20 |

Entries of single compounds from above:
Shown for COc1ccc(CCN2C(=NC(=O)CCC(=O)O)SC3CS(=O)(=O)CC32)cc1 (stereo unspecified) : 697 NFkB inh = 28; TIM10 inh = -3; Mdm2 MdmX PPI = 21; XBP1 UPR activ = -4; Jurkat NFkB inh = -5; UPR CHOP act = 0.6; tim23-1 inh = -11; tim10-1 inh = -4
Shown for O=C(c1cccc(Cl)c1)C1CCCN(C(=O)c2ccoc2)C1 (stereo unspecified) : 697 NFkB inh = 11; TIM10 inh = -9; Mdm2 MdmX PPI = 14; XBP1 UPR activ = -1; Jurkat NFkB inh = -15; UPR CHOP act = -1.2; tim23-1 inh = 7; tim10-1 inh = 19
